BAZ2B inh: inhibitors of human BAZ2B bromodomain; Q9UIF8; AlphaScreen BAZ2B-H3K14Ac peptide displacement; Potency, µM (titrated, usually from 114 µM), for inactives: at the top dose activity change, negative = inhibition, actives largely listed as inhibitors; 4.4% of 360,000 active; AID 504333; further: on the % scale 0 is the no-effect control and ±100 the full control effect; nearly all actives have a fitted effect of over 60% in size
Target sequence (Q9UIF8 whole entry, looked up): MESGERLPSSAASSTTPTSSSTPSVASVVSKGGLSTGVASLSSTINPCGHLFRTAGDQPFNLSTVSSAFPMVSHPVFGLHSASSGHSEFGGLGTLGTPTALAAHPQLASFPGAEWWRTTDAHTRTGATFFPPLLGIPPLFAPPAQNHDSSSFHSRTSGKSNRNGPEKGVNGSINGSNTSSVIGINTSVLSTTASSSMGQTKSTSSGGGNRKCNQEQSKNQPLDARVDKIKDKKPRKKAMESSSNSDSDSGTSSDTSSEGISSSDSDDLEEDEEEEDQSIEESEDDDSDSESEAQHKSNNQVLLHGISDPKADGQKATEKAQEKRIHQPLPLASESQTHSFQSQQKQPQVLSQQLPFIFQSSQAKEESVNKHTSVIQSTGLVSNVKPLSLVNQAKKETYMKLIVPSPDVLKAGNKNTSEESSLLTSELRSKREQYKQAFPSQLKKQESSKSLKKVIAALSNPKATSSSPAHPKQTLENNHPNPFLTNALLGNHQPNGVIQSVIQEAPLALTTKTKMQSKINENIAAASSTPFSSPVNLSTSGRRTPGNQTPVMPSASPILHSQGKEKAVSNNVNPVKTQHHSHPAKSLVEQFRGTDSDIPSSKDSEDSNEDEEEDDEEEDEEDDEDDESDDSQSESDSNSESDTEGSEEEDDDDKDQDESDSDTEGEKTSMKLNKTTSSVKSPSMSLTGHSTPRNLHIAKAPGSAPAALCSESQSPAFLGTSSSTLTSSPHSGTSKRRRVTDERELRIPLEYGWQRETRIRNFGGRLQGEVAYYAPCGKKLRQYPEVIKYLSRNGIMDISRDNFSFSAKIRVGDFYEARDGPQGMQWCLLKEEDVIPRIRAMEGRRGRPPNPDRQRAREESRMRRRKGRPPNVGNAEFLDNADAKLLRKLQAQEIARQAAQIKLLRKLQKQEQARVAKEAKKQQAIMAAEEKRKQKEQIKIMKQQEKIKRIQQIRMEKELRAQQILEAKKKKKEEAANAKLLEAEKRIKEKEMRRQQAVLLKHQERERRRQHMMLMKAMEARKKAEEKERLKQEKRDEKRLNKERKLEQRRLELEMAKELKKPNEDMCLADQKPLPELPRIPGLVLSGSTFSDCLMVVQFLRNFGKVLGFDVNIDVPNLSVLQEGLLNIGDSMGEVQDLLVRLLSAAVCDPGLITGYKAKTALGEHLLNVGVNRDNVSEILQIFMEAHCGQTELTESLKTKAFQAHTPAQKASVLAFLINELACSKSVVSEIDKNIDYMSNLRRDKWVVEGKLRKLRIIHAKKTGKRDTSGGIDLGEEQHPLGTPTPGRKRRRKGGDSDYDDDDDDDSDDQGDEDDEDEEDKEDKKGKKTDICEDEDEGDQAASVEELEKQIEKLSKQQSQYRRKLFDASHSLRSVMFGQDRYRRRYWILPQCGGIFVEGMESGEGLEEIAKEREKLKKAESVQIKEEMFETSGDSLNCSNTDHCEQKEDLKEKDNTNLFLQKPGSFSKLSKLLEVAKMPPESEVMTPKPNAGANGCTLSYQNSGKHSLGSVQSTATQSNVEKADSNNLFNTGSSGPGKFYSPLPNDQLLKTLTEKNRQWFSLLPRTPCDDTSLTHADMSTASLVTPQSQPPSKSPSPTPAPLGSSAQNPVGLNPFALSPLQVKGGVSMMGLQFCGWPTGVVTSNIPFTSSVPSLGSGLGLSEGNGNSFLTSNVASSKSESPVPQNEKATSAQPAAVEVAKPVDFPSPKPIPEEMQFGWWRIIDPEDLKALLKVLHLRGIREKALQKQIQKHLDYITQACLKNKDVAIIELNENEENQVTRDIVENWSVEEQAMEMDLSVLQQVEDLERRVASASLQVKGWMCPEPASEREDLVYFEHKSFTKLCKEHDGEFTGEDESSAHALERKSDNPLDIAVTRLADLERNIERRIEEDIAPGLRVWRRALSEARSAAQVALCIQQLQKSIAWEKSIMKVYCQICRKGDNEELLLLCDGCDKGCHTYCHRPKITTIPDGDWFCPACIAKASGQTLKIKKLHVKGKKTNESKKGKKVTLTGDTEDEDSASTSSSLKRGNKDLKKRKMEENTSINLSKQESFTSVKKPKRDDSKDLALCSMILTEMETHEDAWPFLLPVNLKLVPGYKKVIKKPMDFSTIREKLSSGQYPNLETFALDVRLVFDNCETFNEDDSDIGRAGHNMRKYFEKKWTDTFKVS
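Protein-peptide AlphaScreen: BAZ2B 50 nM, b-H3K14Ac 50 nM, 1x PBS pH 7.4 + 0.01% Tween-20. Preincubation 30 min RT; cpd 30 min RT (top 110 uM); beads 20 min RT, light-protected.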
GLS inh: inhibitors of human glutaminase (GLS); O94925; Potency, µM (series often up to 45.5 µM), without a hit: at the highest dose activity change, negative = inhibition, most hits filed as inhibitors; GLS enzymatic activity, qHTS titration; 0.21% of 410,000 active; further: on the % scale 0 is the no-effect control and ±100 the full control effect
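Coupled fluorescence readout: glutamate oxidase/HRP/Amplex Red detect glutamate formed by hKGA from L-glutamine (1 mM solution added). Buffer 45 mM KH2PO4 pH 8.2, 0.02% Tween-20; reads at t0 and 30 min RT.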
POLI inh: DNA polymerase iota (human) inhibition. 1% of 390,000 active. AID 588590. Pol iota fluorescent replication assay, 10 min. Potency, µM (series often up to 115 µM), inactives show at the highest dose activity, negative = inhibition, hits mostly inhibitors
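Fluorescent replication assay read twice, at 0 min and 10 min after adding 50 nM (final) substrate. Enzyme (10 nM) and compounds were first incubated 15 min at room temperature; enzyme-free buffer wells were negative controls.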
G9a block: G9a (human) methyltransferase inhibition | Q96KQ7 | G9a H3K9 monomethylation, AlphaScreen, 2 h | Potency, µM (highest dose often 102 µM), inactives show top-dose activity, negative = inhibition, hits mostly inhibitors | 8.8% of 350,000 active; further: on the % scale 0 is the no-effect control and ±100 the full control effect; nearly all actives have a fitted effect of over 75% in size
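Quantitative HTS format: methyltransferase activity on a biotin-tagged H3K9 peptide is measured by AlphaScreen, using a rabbit anti-monomethyl-H3K9 antibody with streptavidin donor and anti-IgG acceptor beads. Final levels are 20 nM enzyme, 500 nM peptide, 20 uM SAM; 2 h RT.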
HP1b chromo inh: blocks HP1-beta chromodomain binding to methylated histone tails; P83916; AlphaScreen HP1-beta / biotin-H3K9me3 peptide binding; Potency, µM (titrated, usually from 114 µM), for inactives: top-dose activity change, negative = inhibition, most hits filed as inhibitors; 0.56% of 390,000 active; AID 540317; further: nearly all actives have a fitted effect of over 70% in size; inactives centre near 23
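AlphaScreen: HP1-beta (50 nM) preformed 30 min with biotin-H3(1-18)K9me3 peptide (50 nM) in PBS pH 7.4, 0.01% Tween-20. Compound added for 30 min at RT, then streptavidin donor/nickel chelate acceptor beads (10 ug/mL) for 30 min.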
JMJD2A Tudor: inhibitors of human JMJD2A Tudor domain. O75164. AlphaScreen JMJD2A-Tudor / H3K4me3 peptide binding. Potency, µM (titrated, usually from 114 µM), without a hit: top-dose activity change, negative = inhibition, most hits filed as inhibitors. 4.4% of 390,000 active; further: on the % scale 0 is the no-effect control and ±100 the full control effect; nearly all actives have a fitted effect of over 50% in size
BLM inh: blocks DNA unwinding by human BLM helicase | P54132 | recombinant BLM DNA unwinding, fluorescence dequenching | Potency, µM (top dose mostly 56.1 µM), for inactives: at the top dose activity change, negative = inhibition, actives largely listed as inhibitors | 0.2% of 350,000 active;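 further: plate controls were vehicle for no effect and no enzyme for full effect; nearly all actives have a fitted effect of over 35% in size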
Pin1 inhibitor: human Pin1 inhibition; Potency, µM (highest dose often 115 µM), for inactives: top-dose activity, negative = inhibition, actives largely listed as inhibitors; 0.009% of 390,000 active; Q13526; Pin1 FP peptide displacement, HiFluor488, 10 min; active means well fitted inhibition curve with a large enough effect in the polarisation, with a control signal flat, not every such curve was filed as active; inconclusive means small, poorly fitted or top-dose-only effect, or effect the other way, or a change in a side signal; inactive means no such curve, though single readings can be large or run the other way; the % refers to the polarisation; further: on the % scale 0 is the no-effect control and ±100 the full control effect
PGK inhibitor: T. brucei PGK inhibition. Potency, µM (series often up to 57.5 µM), inactives show at the top dose activity change, negative = inhibition, actives largely listed as inhibitors. P07378. 0.043% of 380,000 active. PGK/GAPDH coupled, Kinase-Glo luminescence, 60 min; further: on the % scale 0 is the no-effect control and ±100 the full control effect; nearly all actives have a fitted effect of over 60% in size
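Recombinant glycosomal PGK reaction used 1,3-bisphosphoglycerate generated in-well by GAPDH (100nM final) in 100mM TEA pH 7.6, 5mM MgCl2, 0.01% Tween-20. After 60 minutes at room temperature, ATP was read by Kinase-Glo Plus luminescence end-point.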
An asterisk follows results filed as active; i = inactive; ? = inconclusive; . = not tested or not shown; & = joins results of further samples; [ ] = dose if it differs, or a comment. Unless noted, the call rests on the fitted dose curve; in most records, active means well fitted curve in the direction sought with a large enough effect; inconclusive means small, poorly fitted or top-dose-only effect, or another doubt; inactive means no such curve, though single readings can be large; an effect the other way counts as inactive or inconclusive. Potency means the concentration at half of the fitted maximal effect. A portion of the library; count on the stated rates, not on these rows.

Values in the order – BAZ2B inh	GLS inh	POLI inh	G9a block	HP1b chromo inh	JMJD2A Tudor	BLM inh	Pin1 inhibitor	PGK inhibitor
1	CCOC(=O)c1c(N)sc(C(N)=O)c1C
 : -5%	18%	10%	?	?	5%	0%	0%	-2%
2	O=C(/C=C/c1cc(Br)ccc1O)c1ccco1
 : -27%	41%[activator]	?	?	-19%	-24%[11.4 µM]	-4%	4%	-9%
3	Cc1ccccc1Cn1nc(C)c(NC(=O)c2cc(-c3ccc(F)cc3)on2)c1C
 : 3%	0%	-7%	7%[59 µM]	39%	-3%	-5%	0%	-10%
4	Nc1nonc1-n1nnc(C(=O)N/N=C/c2ccc(Br)cc2)c1CSC1=NCCS1
 : 8%	-5%	20%	3%	27%	-22%	-7%	39%[activator]	4%
5	CCCS(=O)(=O)c1nc(S(=O)(=O)c2ccc(C)cc2)c(NCC(C)C)s1
 : 0%	-2%	-9%	20%[59 µM]	52%[activator]	-12%	-4%	-11%	-2%
6	CN(CC(=O)N1CC=C(c2ccccc2)CC1)S(=O)(=O)c1cnc[nH]1
 : 5%	-4%	-10%	-9%[2.33 µM]	35%	6%	3%	1%	-7%
7	Cc1cccc(-n2nc(CC#N)c(C#N)c2N)c1
 : 0%	1%	22%	-5%	9%	-10%	-11%	6%	-2%
8	Cc1ccc(N2C(=O)C3C(C2=O)N2CCCN2C3c2ccccc2)cc1C (stereo unspecified)
 : -21%	6%	55%[activator]	?	?	-15%	-6%	1%	i
9	Cn1c(=O)c2c(nc(SCc3ccc(F)cc3)n2C)n(C)c1=O
 : -4%	-6%	141%[activator]	3%	24%	-4%	-6%	-10%	-7%
10	Cc1cccc(CCNC(=O)CCc2c(C)nc3c(c(C)nn3-c3ccccc3)c2C)c1
 : -2%	-2%	-12%	4%[59 µM]	18%	-8%	-2%	-1%	i
11	CCc1ccc(-n2c(=O)c3cccnc3n2CC(=O)NCc2ccc(C)cc2)cc1
 : 10%	8%	-4%	2%[59 µM]	43%	15%	-2%	-1%	-10%
12	C=CCN1C(=O)/C(=C/c2ccc(OC(C)=O)c(OCC)c2[N+](=O)[O-])SC1=S
 : 11µM*	9%	28%	6.3µM*	16µM*	25µM*	-4%	49%[activator]	-18%
13	CCCC(=O)OCC(=O)Nc1ccccc1C#N
 : -1%	1%	197%[activator]	14%	-6%	?	-4%	2%	i
14	CC(C)(C)c1ccc(-c2n[nH]c(=S)n2Cc2ccccc2)cc1
 : -11%	0%	68%[activator]	-39%	30%	-4%	-1%	-4%	5%
15	Cc1cc(C)cc(N(CC(=O)Nc2ccc(C)cc2Cl)S(=O)(=O)c2c(C)[nH]c(=O)[nH]c2=O)c1
 : -16%&-25%	5%&17%	4%&12%	?	28%&35%	-21%&-4%	-11%&-3%	0%&3%	-2%&-5%

Single records, as listed above. Order of values: BAZ2B inh | GLS inh | POLI inh | G9a block | HP1b chromo inh | JMJD2A Tudor | BLM inh | Pin1 inhibitor | PGK inhibitor
CN(CC(=O)N1CC=C(c2ccccc2)CC1)S(=O)(=O)c1cnc[nH]1 is entered as 5% | -4% | -10% | -9%[2.33 µM] | 35% | 6% | 3% | 1% | -7%
CC(C)(C)c1ccc(-c2n[nH]c(=S)n2Cc2ccccc2)cc1 is entered as -11% | 0% | 68%[activator] | -39% | 30% | -4% | -1% | -4% | 5%

(list continues)
Values in the order – BAZ2B inh	GLS inh	POLI inh	G9a block	HP1b chromo inh	JMJD2A Tudor	BLM inh	Pin1 inhibitor	PGK inhibitor
16	COC(=O)CN(c1ccc(OC)cc1OC)S(=O)(=O)c1ccccc1[N+](=O)[O-]
 : -17%	-6%	56%[activator]	11µM*	9%	-18%	-6%	-8%	-10%
17	COc1ccc(C2CC(=O)c3ccccc3O2)cc1 (stereo unspecified)
 : 5%	0%	-19%	37%	81%[activator]	27%	-2%	-9%	-9%
18	CCN1/C(=C\c2ccc3ccccc3[n+]2CC)Sc2cc(C)ccc21
 : 50µM*	-2%	?	22µM*	-18%	20µM*	64%[activator]	124%[activator]	2%
19	COc1ccc(-c2cc(C(=O)Nc3ccc(OC)c(OC)c3)no2)cc1
 : -13%	8%	159%[activator]	17%[0.501 µM]	17%	1%	-2%	2%	-8%
20	COc1ccc(CC(=O)Nc2ccc(S(=O)(=O)Nc3nccc(C)n3)cc2)cc1
 : 6%	?	12%	6%[59 µM]	21%	-10%	-4%	17%	3%
21	O=C(Nc1cccc(-c2nc3cc(Cl)ccc3o2)c1)C1CCCO1 (stereo unspecified)
 : 11%	-8%	8%	2%[12.7 µM]	38%[activator]	6%	3%	6%	.
22	O=c1[nH]nc(-c2ccc(NCCCO)c([N+](=O)[O-])c2)c2ccccc12
 : -8%	1%	?	14%	42%[activator]	-21%	-5%	13%	-4%
23	Cn1cccc1-c1cc(C(=O)N2CCc3c([nH]c4ccccc34)C2c2ccccn2)[nH]n1 (stereo unspecified)
 : 35µM*	3%	13%	35µM*	?	50µM*	-12%	8%	-1%
24	O=C(c1cc(COc2ccc(-n3cncn3)cc2)on1)N1CCCC1
 : .	-11%	12%	.	34%	-6%	.	0%	i
25	CCCC/C(C)=N/NC(=O)c1cn(-c2ccccc2)nc1-c1ccccc1
 : -7%	10%	-1%	9%[59 µM]	42%[activator]	-16%	-14%	0%	-7%
26	COc1ccc(CNS(=O)(=O)c2ccc(-n3cccn3)cc2)cc1
 : 0%[57.1 µM]	-6%	-7%	20%	74%[activator]	-11%	-1%	-6%	1%
27	Cc1ccc(C)c(N2CCN(C(=O)c3cc4cc5ccc(C)cc5nc4s3)CC2)c1
 : 8%	-9%	32%[activator]	-2%[59 µM]	7%	-12%	0%	25%	-3%
28	Cc1ccc(-n2nnnc2SCC(=O)N2c3ccccc3NC(=O)C2(C)C)cc1
 : 1%	2%	10%	3%[59 µM]	26%	-11%	-5%	-3%	-7%
29	COc1ccc(CN2C(=NC(=O)C3CCCO3)SC3CS(=O)(=O)CC32)cc1 (stereo unspecified)
 : -1%	-2%	-15%	25%	50%[activator]	0%	-7%	-13%	i
30	CCCc1[nH]c(=O)c(C#N)c2c1COC(C)(C)C2
 : -4%	5%	-1%	9%	28%	4%	3%	5%	i

Sorted by length of the SMILES (low to high): some entries from above.
Values in the order – BAZ2B inh	GLS inh	POLI inh	G9a block	HP1b chromo inh	JMJD2A Tudor	BLM inh	Pin1 inhibitor	PGK inhibitor
17	COc1ccc(C2CC(=O)c3ccccc3O2)cc1 (stereo unspecified)
 : 5%	0%	-19%	37%	81%[activator]	27%	-2%	-9%	-9%
30	CCCc1[nH]c(=O)c(C#N)c2c1COC(C)(C)C2
 : -4%	5%	-1%	9%	28%	4%	3%	5%	i
27	Cc1ccc(C)c(N2CCN(C(=O)c3cc4cc5ccc(C)cc5nc4s3)CC2)c1
 : 8%	-9%	32%[activator]	-2%[59 µM]	7%	-12%	0%	25%	-3%

The list continues:
nr | SMILES | BAZ2B inh | GLS inh | POLI inh | G9a block | HP1b chromo inh | JMJD2A Tudor | BLM inh | Pin1 inhibitor | PGK inhibitor
31 | COc1cc(NC(=O)Cn2cnc(S(=O)(=O)N3CCc4ccccc43)c2)cc(OC)c1OC | -20% | -7% | 10% | 8%[59 µM] | 35% | -5% | -1% | -3% | -4%
32 | COc1ccc2cc(CCNC(=O)c3ccc4c(c3)OCO4)c(=O)[nH]c2c1 | 5% | -3% | -18% | -11%[59 µM] | 23% | -26% | 4% | 5% | i
33 | CN=C1SC(CC(=O)Nc2ccccc2F)C(=O)N1C (stereo unspecified) | 13% | -5% | 17% | -27% | 48%[activator] | -4% | -1% | 8% | 0%
34 | COc1ccccc1CCC(=O)Nc1nc2ccccc2[nH]1 | 0% | -3% | -3% | 15%[2.33 µM] | 24% | -28% | -3% | -2% | i
35 | COC(=O)C1=C(COc2ccc(C=O)cc2OC)NC(=O)NC1c1cc(C)ccc1C (stereo unspecified) | -38% | -1% | 23% | ? | 28% | -7% | -9% | 12% | -1%
36 | CC(NC(=O)CN(C1CCCCC1)S(C)(=O)=O)c1ccccc1 (stereo unspecified) | 1% | 6% | 24% | 7%[59 µM] | 12% | -12% | 1% | 1% | -4%
37 | CCC(=O)Nc1ccc(C(=O)N/N=C/c2c(C)[nH]c3ccccc23)cc1 | -19% | 3% | 49%[activator] | . | 27% | -34%[57.1 µM] | -11% | ? | i
38 | O=C(c1ccccc1CCc1ccccc1)N1CCN(c2ccccn2)CC1 | -1% | 7% | 5% | -34%[12.7 µM] | 35% | 4% | -5% | -7% | 3%
39 | Nc1ncnc2c1ncn2[C@@H]1O[C@H](COS(=O)(=O)O)[C@@H](O)[C@H]1O | 2% | -7% | 1% | 11%[2.33 µM] | 39%[activator] | -7% | . | -15% | -4%
40 | CN1CCN(CCNC(=O)c2ccc3nc(-c4ccc(F)cc4)c(-c4ccc(F)cc4)nc3c2)CC1 | -29% | 0% | 19% | ? | -2% | ? | 0% | -7% | i
41 | CC(=O)NCCOC(=O)Nc1ccncc1 | 4% | 0% | -6% | 13%[12.7 µM] | 25% | -9% | 1% | 6% | -6%
42 | CCCn1c(=O)c(C(=O)NC(C)c2ccccc2)c(O)c2ccccc21 (stereo unspecified) | -5% | 0% | 130%[activator] | -1% | 35%[activator] | -12% | -7% | -11% | i
43 | CCc1cc(C(=O)N2CCOCC2)c(NC2=NS(=O)(=O)c3ccccc32)s1 | -37% | 11% | ? | 89µM* | 40% | -4% | -4% | -3% | -1%
44 | Cc1cc(Nc2ncc(Cl)cc2Cl)n(-c2ccccc2)n1 | 4% | 10% | 155%[activator] | 0%[59 µM] | 52%[activator] | 13% | 4% | -4% | 0%
45 | Cc1ccc(NC(=O)CCNS(=O)(=O)c2ccc3c(c2)CCN3C(=O)C2CC2)c(Cl)c1 | 1% | 0% | 0% | 2%[59 µM] | 21%[57 µM] | -11% | -5% | 26% | i

High-throughput results (PubChem BioAssay)
